G9a block: blocks human histone lysine methyltransferase G9a; Q96KQ7; G9a H3K9 monomethylation, AlphaScreen, 2 h; Potency, µM (highest dose often 102 µM), inactives show at the highest dose activity, negative = inhibition, actives largely listed as inhibitors; 8.8% of 350,000 active; further: potency means the concentration at half of the fitted maximal effect; on the % scale 0 is the no-effect control and ±100 the full control effect; nearly all actives have a fitted effect of over 75% in size
Target sequence (Q96KQ7 913-1193 limits assumed): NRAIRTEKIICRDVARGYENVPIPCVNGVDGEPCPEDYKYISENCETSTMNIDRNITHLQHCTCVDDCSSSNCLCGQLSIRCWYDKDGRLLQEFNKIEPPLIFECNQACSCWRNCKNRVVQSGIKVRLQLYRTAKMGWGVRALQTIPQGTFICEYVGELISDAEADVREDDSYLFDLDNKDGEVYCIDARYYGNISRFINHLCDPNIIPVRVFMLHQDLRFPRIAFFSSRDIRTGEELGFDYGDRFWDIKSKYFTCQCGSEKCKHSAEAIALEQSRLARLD
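AlphaScreen detection with an anti-monomethyl H3K9 antibody quantified product after a 2 h room-temperature reaction containing 500 nM biotinylated H3K9 peptide, 20 µM SAM and 20 nM enzyme, which had been preincubated 15 min with compound.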
PI4K2A inh: PI4K2A (human) kinase inhibition. purified PI4K2A, ADP-Glo luminescence, 1 h; active compounds read low. activity change, negative = inhibition, % at 76.9 µM. 0.13% of 420,000 active. AID 1346378; in the data active means activity change below about -50%; inconclusive means mostly about -30% to -49%;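 further: -100% = wells without enzyme as full effect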
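Compounds are screened against recombinant PI4K2A using PI as substrate and ATP, the latter dispensed at 300 microM. Reactions run one hour at ambient temperature before ADP-Glo detection; full inhibition defined by wells lacking enzyme.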
JMJD2A Tudor inh: JMJD2A Tudor domain (human) inhibition; AID 504339; O75164; 4.4% of 390,000 active; AlphaScreen JMJD2A-Tudor / H3K4me3 peptide binding; Potency, µM (doses to about 114 µM), without a hit: at the top dose activity change, negative = inhibition, most hits filed as inhibitors; further: potency means the concentration at half of the fitted maximal effect; on the % scale 0 is the no-effect control and ±100 the full control effect; nearly all actives have a fitted effect of over 50% in size
GLS inh: blocks human kidney-isoform glutaminase activity | AID 624170 | Potency, µM (highest dose often 45.5 µM), for the others: top-dose activity change, negative = inhibition, actives largely listed as inhibitors | GLS enzymatic activity, qHTS titration | O94925 | 0.21% of 410,000 active; further: potency means the concentration at half of the fitted maximal effect; on the % scale 0 is the no-effect control and ±100 the full control effect
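hKGA in 45 mM KH2PO4 pH 8.2, 0.02% Tween-20 with pin-transferred compounds; 1 mM L-glutamine (stock) plus glutamate oxidase/HRP/Amplex Red coupling added. Fluorescence read initially and after 30 min at RT.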
RGS4 inhibitor: inhibitors of human regulator of G protein signaling 4; Transcreener GDP fluorescence polarization, RGS4-accelerated GTP hydrolysis; Potency, µM (titrated, usually from 114 µM), for the others: at the top dose activity change, negative = inhibition, actives largely listed as inhibitors; 0.039% of 390,000 active; further: potency means the concentration at half of the fitted maximal effect; on the % scale 0 is the no-effect control and ±100 the full control effect; nearly all actives have a fitted effect of over 75% in size; some results filed as inactive show a strong effect at the top dose
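MLSMR compounds (23 nl, pin-transferred) preincubated 10 min at room temperature with a 500nM (2x) first reagent, then RGS4 at 900nM (2x) plus Transcreener GDP mix added; fluorescence polarization (620/688 nm) read before and after 90 min at 30 °C.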
HP1b binding inh: blocks HP1-beta chromodomain binding to methylated histone tails; 0.56% of 390,000 active; AlphaScreen HP1-beta / biotin-H3K9me3 peptide binding; Potency, µM (doses to about 114 µM), for inactives: at the top dose activity change, negative = inhibition, actives largely listed as inhibitors; P83916; further: potency means the concentration at half of the fitted maximal effect; nearly all actives have a fitted effect of over 70% in size; inactives centre near 23
Target sequence (P83916 whole entry, looked up): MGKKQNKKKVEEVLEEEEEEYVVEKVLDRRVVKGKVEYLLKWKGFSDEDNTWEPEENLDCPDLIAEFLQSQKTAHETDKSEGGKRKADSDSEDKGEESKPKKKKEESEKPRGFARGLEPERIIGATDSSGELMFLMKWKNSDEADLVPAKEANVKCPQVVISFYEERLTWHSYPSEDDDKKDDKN
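HP1-beta protein (50 nM final) preincubated 30 min at room temperature with biotinylated H3(1-18)K9me3 peptide (50 nM) in PBS pH 7.4, 0.01% Tween-20, then compound added for 30 min. AlphaScreen streptavidin donor/nickel chelate acceptor beads (10 ug/mL final), 30 min dark, luminescence read.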
BAZ2B inh: inhibitors of human BAZ2B bromodomain; Q9UIF8; AlphaScreen BAZ2B-H3K14Ac peptide displacement; 4.4% of 360,000 active; Potency, µM (titrated, usually from 114 µM), inactives show at the highest dose activity change, negative = inhibition, hits mostly inhibitors; further: potency means the concentration at half of the fitted maximal effect; on the % scale 0 is the no-effect control and ±100 the full control effect; nearly all actives have a fitted effect of over 60% in size
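AlphaScreen luminescence quantifies BAZ2B engagement of H3K14Ac peptide; the protein and biotinylated peptide are both at 50 nM final, buffer PBS pH 7.4 with 0.01% Tween-20, all steps at room temperature.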
ERG Ets-DNA blk: blocks human ERG Ets domain binding to DNA; AID 624246; fluorescence polarization, His-ERG Ets domain / labelled DNA; 0.028% of 370,000 active; Potency, µM (doses to about 76.9 µM), for the others: at the top dose FP activity, negative = inhibition, usual class: inhibitors; P11308; active means well fitted inhibition curve with a large enough effect in the polarisation, with a control signal flat; inconclusive means small, poorly fitted or top-dose-only effect, or effect the other way, or a change in a side signal; inactive means no such curve, though single readings can be large or run the other way; the % refers to the polarisation;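 further: polarization taken with two DNA probes labelled with fluorescein and Texas red; potency means the concentration at half of the fitted maximal effect; % of control where 0% means no effect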
Target sequence (P11308 whole entry, looked up, the tested form may be a part): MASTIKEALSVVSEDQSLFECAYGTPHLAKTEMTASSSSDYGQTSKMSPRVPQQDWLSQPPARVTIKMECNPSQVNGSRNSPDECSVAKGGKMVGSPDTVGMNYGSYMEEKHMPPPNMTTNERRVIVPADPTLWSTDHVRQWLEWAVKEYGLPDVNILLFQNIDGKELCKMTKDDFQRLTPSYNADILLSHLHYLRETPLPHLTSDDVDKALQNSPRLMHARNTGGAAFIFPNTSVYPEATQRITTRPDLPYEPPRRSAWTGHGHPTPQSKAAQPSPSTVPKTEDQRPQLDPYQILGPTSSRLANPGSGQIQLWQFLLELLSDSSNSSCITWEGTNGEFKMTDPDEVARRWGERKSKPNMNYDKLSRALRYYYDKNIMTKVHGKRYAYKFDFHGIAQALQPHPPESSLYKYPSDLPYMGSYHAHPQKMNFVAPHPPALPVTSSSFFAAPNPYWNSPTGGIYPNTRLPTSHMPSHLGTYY
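His-tagged ERG Ets domain (1 uM in the protein solution; 300mM KCl, 50mM Tris-HCl, 1mM EDTA, 1mM DTT, pH 7.5) received compound, then a probe mix of 5 nM fluorescein-DNA and 100nM Texas-615-DNA. Fluorescence polarization was read for both dyes.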
12-LOX inh: ALOX12 (human) lipoxygenase inhibition. purified 12hLO, xylenol orange hydroperoxide absorbance. Potency, µM (top dose mostly 108 µM), inactives show top-dose activity change, negative = inhibition, actives largely listed as inhibitors. 1.1% of 580,000 active; further: potency means the concentration at half of the fitted maximal effect; on the % scale 0 is the no-effect control and ±100 the full control effect
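Purified human 12hLO (150 nM final) in 25 mM Hepes, 0.01% Triton X-100, pH 7.0 was preincubated 15 min at room temperature with compound. Then 40 uM arachidonic acid was added, 30 min. Hydroperoxide was read by Fe-XO absorbance ratio 573/405 nm.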
* hit, by the source's call; u = inconclusive; x = no result given; [ ] = dose if it differs, or a comment. Unless noted, the call rests on the fitted dose curve; in most records, active means well fitted curve in the direction sought with a large enough effect; inconclusive means small, poorly fitted or top-dose-only effect, or another doubt; inactive means no such curve, though single readings can be large; an effect the other way counts as inactive or inconclusive. These rows are one share of the data, so the mix of outcomes need not match the whole.

SMILES	G9a block	PI4K2A inh	JMJD2A Tudor inh	GLS inh	RGS4 inhibitor	HP1b binding inh	BAZ2B inh	ERG Ets-DNA blk	12-LOX inh
CCCCCOc1ccc(NC(=O)Cn2c(-c3nonc3N)nc3ccccc32)cc1	u	-2	-10%	-8%	-1%	23%	2%	5%	1%
O=C(Nc1ccnn1C1CCN(C(=O)c2cnsn2)CC1)c1cccc(F)c1	x	-3	-3%	19%	20%	18%	-8%	-5%	-4%
NCC(=O)Nc1ccc(Br)cc1	6%	2	-18%	16%	12%	41%[activator]	x	-11%	46%[activator]
CC[C@]12c3[nH]c4cc(-c5ccco5)ccc4c3CCN1C(=O)[C@@H](CC(=O)NCCCN(C)C)C[C@@H]2C(=O)N1CCN(C(=O)C2CC2)CC1	x	-1	-32%	13%	5%	2%	x	3%	18%
CCN(CC)S(=O)(=O)c1cc(Cl)ccc1OC	2%	0	8%	-9%	20%	41%[activator]	-5%	0%	-4%
COCCNC(=O)NC(=O)CSc1nc(C)c(C)c(C)n1	45µM*	3	9%	0%	21%	45%[activator]	-1%	-6%	5%
CN(Cc1ccccc1)Cc1ccccc1C(O)c1ccccc1 (stereo not drawn)	x	0	45%[activator]	8%	-15%	79%[activator]	x	x	-3%
CCOc1ccc(CCNC(=O)CN2C(=O)NC3(CCc4ccccc43)C2=O)cc1OCC (stereo not drawn)	-30%	-2	-8%	0%	0%	17%	10%	10%	24%
C/C(=N\NC(=O)c1ccc(Cl)cc1)c1ccc(N2CCOCC2)cc1	3%[59 µM]	3	-5%	-9%	-4%	27%	1%	-1%	-10%
Cc1cccc(NC(=O)C(=O)C2C(=O)Nc3ccccc32)c1 (stereo not drawn)	45µM*	1	-35%	3%	-9%	29%	-13%	-14%	4%
COc1ccc(Cl)cc1NC(=O)CSc1nc(=O)n(CCN(C)C)c2c1CCCC2	16%[0.501 µM]	4	-23%	11%	-17%	3%	6%	5%	4%
O=c1c2cc(NC(=S)NC3CC3)ccc2nc2n1CCCCC2	9%	4	-17%	-5%	29%	39%	-7%	-7%	-11%
CC1CCN(C(=S)NC(=O)c2ccc(F)cc2)CC1	x	-4	-28%	26%	-35%	2%	x	-8%	-26%
COc1ccccc1NC(=O)c1sc2ncn(Cc3ccccc3Cl)c(=O)c2c1C	-4%[59 µM]	0	-20%	1%	4%	24%	8%	-12%	1%
CSc1ncc(Cl)c(C(=O)Nc2cc(C)ccc2C)n1	3%	-3	-1%	-8%	-1%	42%[activator]	-1%	2%	5%
CC(=O)Nc1nc(C)nc(-c2ccccc2)c1C(C)=O	10%[59 µM]	2	0%	-5%	7%	24%	0%	0%	-5%
CN(C)c1ccc(/C=N/NC(=O)C(O)c2ccc(Br)cc2)cc1 (stereo not drawn)	-46%	4	u	21%	-32%	16%	-35%	-8%	-16%
Clc1ccc(Cn2cc(/C=N/n3cnnc3)c3ccccc32)cc1	-10%[59 µM]	-4	-32%	5%	u	30%	-2%	8%	-9%
COc1ccc(S(=O)(=O)N2CCN(c3ccccc3F)CC2)cc1-c1noc(C)n1	0.5µM*	-2	-14%	4%	u	85%[activator]	56µM*	3%	2%
COc1ccc(OC)c(NC(=O)COC(=O)C2CCC2)c1	20%[2.33 µM]	-1	-9%	0%	-26%	38%	10%	x	194%[activator]
Nc1ccc(-c2nc3ncccc3o2)cc1	x	5	4%	-10%	26%	59%[activator]	14%	3%	u
Cc1ccc(C(=O)O)cc1S(=O)(=O)Nc1ccccc1C(=O)NC1CC1	-33%	-3	-22%	6%	-5%	20%	5%	4%	11%
Cc1nn(CC(=O)Nc2ccc3c(c2)OCO3)c(C)c1Cl	71µM*	-2	2%	-6%	-19%	45%[activator]	-14%	-9%	9%
CCOC(=O)C1(CCOc2ccccc2)CCN(Cc2ccc(OCC)c(CO)c2)CC1	x	-3	-21%	12%	-7%	32%	x	-2%	-18%
O=C(CCN1C(=O)C2CC=C(Cl)CC2C1=O)NC1CCCCC1 (stereo not drawn)	8%[59 µM]	7	-19%	8%	-9%	8%	7%	4%	-6%
Cc1ccc(N(CC(=O)NC2CCCCC2)C(=O)CNC(=O)c2cccs2)cc1	3%	-5	4%	-5%	-3%	24%	1%	-4%	-2%
CCOc1ccc(N=CNc2ccc(OCC)cc2)cc1	-7%	-4	u	-7%	-4%	5%	u	-4%	-24%
CCCN1CN(c2ccccc2)C(=S)N(c2ccccc2)C1	6%[59 µM]	0	-8%	3%	-26%	17%	6%	-2%	u
COc1ccccc1NS(=O)(=O)c1ccc2c(c1)n(C)c(=O)n2C	-6%[59 µM]	7	-1%	11%	8%	11%	u	0%	8%[57.4 µM]
O=C(O)c1ccc(N=Cc2nc(-c3ccco3)oc2O)cc1	-1%	-6	-12%	11%	16%	40%[activator]	2%	3%	u

Two entries from above, with bars between the fields:
canonical_smiles | G9a block | PI4K2A inh | JMJD2A Tudor inh | GLS inh | RGS4 inhibitor | HP1b binding inh | BAZ2B inh | ERG Ets-DNA blk | 12-LOX inh
CCOC(=O)C1(CCOc2ccccc2)CCN(Cc2ccc(OCC)c(CO)c2)CC1 | x | -3 | -21% | 12% | -7% | 32% | x | -2% | -18%
O=C(CCN1C(=O)C2CC=C(Cl)CC2C1=O)NC1CCCCC1 (stereo not drawn) | 8%[59 µM] | 7 | -19% | 8% | -9% | 8% | 7% | 4% | -6%

Following part
SMILES	G9a block	PI4K2A inh	JMJD2A Tudor inh	GLS inh	RGS4 inhibitor	HP1b binding inh	BAZ2B inh	ERG Ets-DNA blk	12-LOX inh
Clc1ccc(N2CCN(Cc3ccc(Br)o3)CC2)cc1	13µM*	-3	20µM*	7%	-6%	u	50µM*	1%	0.89µM*
COC(=O)c1ccc(C(=O)OC)c(NC(=O)CN(C)Cc2ccccc2)c1	-5%[59 µM]	1	18%	3%	2%	70%[activator]	10%	-7%	-5%
COC(=O)c1[nH]c2cc(OC)c(OC)cc2c1NC(=O)CN1C[C@H]2C[C@@H](C1)c1cccc(=O)n1C2	0%[0.501 µM]	-3	-11%	4%	12%	45%[activator]	10%	-19%	3%
Cc1ccsc1-c1cc(C(=O)O)c2c(ccc3ccccc32)n1	-18%[59 µM]	-2	14%	1%	-24%	50%[activator]	-3%	13%	u
Cc1cccc(NC(=S)NN2CCN(C)CC2)c1	56µM*	-8	10%	2%	12%	37%[activator]	-21%	-11%	u
Cc1cccc2[nH]c(CN(C)C(=O)C3CCC(=O)N(CCc4ccccc4)C3)nc12 (stereo not drawn)	x	1	-4%	8%	11%	14%	1%	5%	-1%
Cc1cccc(/C=N/NC(=O)c2cc(C3CC3)nc3ccccc23)n1	27%	-1	21%	6%	17%	37%	0%	-1%	31%[activator]
Cc1c(C(=O)N2CCOCC2)oc2ccc(S(=O)(=O)N3CCCC3)cc12	u	-2	-10%	11%	-7%	22%	-5%	1%	0%
COc1ccc(C(C(=O)NC2CCCC2)N(C(=O)c2snc(-c3ccc(F)cc3)c2N)c2cccc(F)c2)cc1 (stereo not drawn)	6%	-2	-17%	-11%	-2%	6%	-2%	2%	-16%
CC(=O)Nc1nonc1-c1nnc(SCc2ccc(Cl)cc2)n1C	-2%[59 µM]	1	-12%	5%	-5%	21%	1%	-1%	3%
CCOC(=O)C1CCN(c2c(N3CCCCCC3)c(=O)c2=O)CC1	u	-2	-13%	-11%	12%	37%	7%	-7%	1%
Cc1ccc(NC(=O)C2CCCN(c3ncccn3)C2)cc1F (stereo not drawn)	18%	7	-3%	0%	44%	16%	9%	-11%	0%
Cc1cc2occ(CC(=O)N(C)CC(=O)Nc3ccccc3Cl)c2cc1C	-4%	-1	-22%	6%	-17%	16%	3%	-11%	-17%
O=C(NCCOc1ccccc1F)c1cccc(S(=O)(=O)N2CCN(c3ccccc3)CC2)c1	40µM*	5	-26%	3%	-18%	13%	-15%	0%	1%
COc1cccc(-n2nnnc2SCC(=O)Nc2ccc3c(c2)OCCO3)c1	-17%	0	-11%	-1%	-46%	11%	11%	-7%	-8%
COc1ccc(-c2cc(C(=O)Nc3c(C)nn(Cc4ccccc4C)c3C)no2)cc1	3%[59 µM]	0	-9%	10%	-14%	17%	4%	1%	-11%
COc1ccc(-c2cccc(-c3nc4ccc(Cl)cn4c3NC3CCCCC3)c2)cc1	x	6	-34%	-5%	-17%	18%	x	0%	7.1µM*
CCN1C(=O)Nc2cccc3cccc1c23	x	-25	-25%	11%	-27%	u	x	5%	0%
C=C(C)Cn1c(SCC(=O)NCc2ccco2)nc2sc3c(c2c1=O)CCC3	-13%[59 µM]	-3	-24%	4%	-31%	19%	-35%	-3%	-3%
Cc1ccc(NC(=O)c2cc3nc(C)cc(C)n3n2)cc1	-13%	2	-13%	-5%	-4%	36%[activator]	9%	-2%	3%
CCOc1ccc(C2=CSC3=NCCN23)cc1	u	-23	-27%	-5%	-5%	23%	-22%	-1%	0%

Some of the entries so far, with the structure last.
G9a block,PI4K2A inh,JMJD2A Tudor inh,GLS inh,RGS4 inhibitor,HP1b binding inh,BAZ2B inh,ERG Ets-DNA blk,12-LOX inh,canonical_smiles
3%[59 µM],0,-9%,10%,-14%,17%,4%,1%,-11%,COc1ccc(-c2cc(C(=O)Nc3c(C)nn(Cc4ccccc4C)c3C)no2)cc1
u,-23,-27%,-5%,-5%,23%,-22%,-1%,0%,CCOc1ccc(C2=CSC3=NCCN23)cc1

Bioassay records deposited in PubChem BioAssay by National Center for Advancing Translational Sciences (NCATS).
